Bioassay records (PubChem BioAssay)
hIAP block: human IAP inhibition; inhibition, % at 10 µM; 0.12% of 330,000 active; purified IAP, CDP-Star luminescence, 30 min; AID 2544;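 active = inhibition reaching a set limit with compound at 10 µM in the primary screen, cut at about 35% in these data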;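 note: plate controls were DMSO wells with enzyme for no effect and no-enzyme buffer wells for full effect; values of inactives mirror those of a sister screen read the other way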
APOBEC3A inh: human APOBEC3A DNA deaminase inhibition | P31941 | recombinant A3A, FAM/TAMRA ssDNA deamination fluorescence | inhibition, % at 20 µM | 0.41% of 330,000 active | AID 493011;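 active = at least 40% inhibition at 20 µM here, with at most 30% in a related deaminase screen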;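 note: plate controls were A3A with DMSO for no effect and wells lacking A3A enzyme for full effect; some results filed as inactive read as strong as hits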
Target sequence (P31941 whole entry, looked up): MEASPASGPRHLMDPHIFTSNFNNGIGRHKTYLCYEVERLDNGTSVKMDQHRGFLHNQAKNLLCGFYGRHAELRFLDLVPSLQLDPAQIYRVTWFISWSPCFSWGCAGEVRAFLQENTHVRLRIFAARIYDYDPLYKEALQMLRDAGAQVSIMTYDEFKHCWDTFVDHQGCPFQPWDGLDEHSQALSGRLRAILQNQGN
SENP1 FRET inh: inhibitors of human SENP1 SUMO protease catalytic domain | Q9P0U3 | recombinant SENP1 catalytic domain, CyPet-SUMO1-YPet FRET cleavage | inhibition, % at 10 µM | 0.21% of 360,000 active | AID 624204;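 active = inhibition at least 30% at 10 µM, raw YFP signal under a set limit, fluorescence ratio 0.5 to 1.5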;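 note: 0% = enzyme with DMSO and 100% = no enzyme wells; some results filed as inactive read as strong as hits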
Target sequence (Q9P0U3 419-644 limits assumed): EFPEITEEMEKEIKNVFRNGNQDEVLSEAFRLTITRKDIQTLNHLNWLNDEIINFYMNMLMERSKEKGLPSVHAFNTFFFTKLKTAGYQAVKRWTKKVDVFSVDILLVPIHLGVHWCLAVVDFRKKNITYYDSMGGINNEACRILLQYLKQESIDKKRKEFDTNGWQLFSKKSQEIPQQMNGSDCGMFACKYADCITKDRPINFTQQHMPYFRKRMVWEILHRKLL
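Assay system – human recombinant His6-tagged SENP1 catalytic domain enzyme · Input – SENP1 enzyme, 20 pM final · Buffer or medium – Tris pH 8 buffer plus EDTA, NaCl, BME, BSA, NP40, catalase · Schedule – 50 min reaction at room temperature · Technique – FRET read of cyan and yellow fluorescence · Control set – no-enzyme wells low, DMSO-plus-enzyme wells high control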
mIAP act: increases mouse intestinal alkaline phosphatase activity; muIAP, CDP-Star luminescence, 30 min; hits give high values; 1 = vehicle-only enzyme signal, 0 = enzyme-free wells; activation factor at 10 µM; 0.24% of 330,000 active; AID 2805;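 active = activation factor of at least 2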; note: the source names both 10 and 20 µM as test concentration; values of inactives mirror those of a sister screen read the other way
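System: Mouse IAP enzyme | Also added: CDP-Star substrate | Dosing: Compounds dispensed in DMSO | Schedule: 30 min enzyme-substrate-compound incubation at room temperature | Technique: Chemiluminescence readout | Control set: DMSO-only wells and no-enzyme negative control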
hIAP activ: increases human intestinal alkaline phosphatase activity. P09923. purified human IAP, CDP-Star luminescence, 30 min; hits give high values; 1 = vehicle-only enzyme, 0 = enzyme-free background. activation factor at 10 µM. 0.16% of 330,000 active;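 active = activation factor of the enzyme at least 2-fold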; note: the source names both 10 and 20 µM as test concentration; values of inactives mirror those of a sister screen read the other way
NALP3 yeast inh: NALP3 inhibition in yeast; Yeast reconstituted NLRP3/ASC/caspase-1, beta-gal luminescence, 24 h; inhibition, % at 10 µM; 0.39% of 330,000 active;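 active = inhibition of 50% or more; inactive = inhibition below 50%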;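 note: plate controls were induced DMSO wells for no effect and uninduced yeast grown without galactose for full effect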
beta cell repl: induces beta-cell replication in MIN6 cells; MIN6 cells proliferation, ATPlite luminescence, 48 h; cells starved in 0.2% serum; 100% = growth in 10% serum; proliferation, % at 10 µM; 0.29% of 330,000 active; AID 2380;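 active = compounds whose signal lies at least 3.5 SD above the mean of all wells on their plate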;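 note: 0% = DMSO-treated cells in low-serum medium and 100% = 10% serum control; some compounds called inactive have numbers as strong as hits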
mIAP block: blocks mouse intestinal alkaline phosphatase. purified mouse IAP, CDP-Star luminescence, 30 min. inhibition, % at 10 µM. 0.2% of 330,000 active. AID 2806;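 active = inhibition of at least 40% at 10 µM in the primary screen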;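 note: plate controls were DMSO with enzyme for no effect and no enzyme wells for full effect; values of inactives mirror those of a sister screen read the other way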
A3G deaminase: inhibitors of human APOBEC3G DNA deaminase | Q9HC16 | recombinant A3G, ssDNA deamination FAM/TAMRA fluorescence | inhibition, % at 20 µM | 0.28% of 330,000 active | AID 493012;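 active = inhibition of at least 40% at 20 µM, with no more than 30% in the related APOBEC3A deaminase screen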;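 note: plate controls were DMSO wells with A3G for no effect and wells lacking A3G enzyme for full effect; some compounds called inactive have numbers as strong as hits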
Target sequence (Q9HC16 whole entry, looked up): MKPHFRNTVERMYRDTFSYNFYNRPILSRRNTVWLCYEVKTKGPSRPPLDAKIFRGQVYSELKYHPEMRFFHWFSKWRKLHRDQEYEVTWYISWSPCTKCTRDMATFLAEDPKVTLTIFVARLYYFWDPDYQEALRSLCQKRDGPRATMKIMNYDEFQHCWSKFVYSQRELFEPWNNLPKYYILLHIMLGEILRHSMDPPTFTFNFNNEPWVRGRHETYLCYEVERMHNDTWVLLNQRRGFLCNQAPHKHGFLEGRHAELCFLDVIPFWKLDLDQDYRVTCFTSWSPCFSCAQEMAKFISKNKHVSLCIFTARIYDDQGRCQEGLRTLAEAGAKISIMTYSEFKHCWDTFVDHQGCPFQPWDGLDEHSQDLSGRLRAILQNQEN
Starred values were filed as active, the others as inactive; / = no result given. Only part of the results is shown (hit frequency here may not be typical).

entry	compound	hIAP block	APOBEC3A inh	SENP1 FRET inh	mIAP act	hIAP activ	NALP3 yeast inh	beta cell repl	mIAP block	A3G deaminase
1	COCCn1nnnc1SCC(=O)c1ccc(F)cc1	6	-2	0	1	0.94	7	1	-2	-3
2	Cc1ccc(C)c(N2CCN(C(=O)c3ccc(Cl)c(NC4=NC5CS(=O)(=O)CC5S4)c3)CC2)c1 (stereo not given)	-2	-9	3	1	1	8	3	-4	-3
3	O=C(CSc1nc2ccccc2c(=O)n1-c1ccc(F)cc1)NCc1ccco1	7	12	0	0.94	0.93	-11	-1	6	-3
4	CCC(=O)Nc1c(C(=O)N2CCN(c3ccccn3)CC2)cnn1-c1ccc(C)cc1	-9	-2	1	0.93	1.1	0	-2	7	-7
5	CC(CNS(=O)(=O)c1cc(Cl)ccc1Cl)CN(C)C (stereo not given)	9	-3	0	1	0.91	-1	1	-1	-3
6	CC(C)c1c(Cl)c(O)c(-c2ccccc2)c(=O)n1-c1ccc(F)cc1	-11	-3	0	1	1.1	7	-1	-1	0
7	COC(=O)C1=C(C)N(Cc2ccccc2)C(=NCC2CC2)N[C@H]1c1ccccc1	18	39	-54	1	0.82	36	-5	-1	7
8	CN=C(Nc1ccc2c(c1)OCO2)SC1CC(=O)N(c2ccccc2)C1=O (stereo not given)	2	4	3	1.1	0.98	7	-3	-7	2
9	CN(C)CCCN(C(=O)c1sc2ccccc2c1Cl)c1nc2ccc(F)cc2s1	7	1	1	1	0.93	7	-2	0	-7
10	S=c1[nH]nc(COc2ccc(Cl)cc2Cl)n1-c1ccccc1	6	-5	1	1	0.94	3	-1	-2	-6
11	COc1ccccc1N(CC(=O)NCC(C)C)S(=O)(=O)c1cccs1	13	-1	0	1	0.87	8	0	-3	-8
12	CCNC(=S)NNC(=O)c1csc(CC)c1	-10	-6	2	1	1.1	7	0	-3	-4
13	O=C(N/N=C/c1ccc(Br)o1)c1ccc2c(c1)OCCO2	-10	-1	0	1.1	1.1	35	-4	-6	-7
14	CCN(C(=O)CSc1nc(C)nc2sc3c(c12)CCC3)C1CCS(=O)(=O)C1 (stereo not given)	5	-1	-12	0.89	0.95	8	-4	11	-2
15	CC(=O)NC1(c2ccccc2)CCN(c2cc(C)nc(-c3ccccc3)n2)CC1	-2	-5	1	0.98	1	1	0	2	-9
16	O=C(NCCCN1CCN(Cc2ccccc2)CC1)C1CCN(S(=O)(=O)N2CCC3(CC2)OCCO3)CC1	7	-2	1	1	0.93	10	0	-3	-5
17	COc1ccc(S(=O)(=O)N2CCCC(C(=O)Nc3cccnc3)C2)cc1Cl (stereo not given)	7	-3	1	1.1	0.93	3	0	-6	-5
18	CCOC(=O)C(NCc1ccc(OC)cc1)(NC(C)=O)C(F)(F)F (stereo not given)	12	-1	2	0.95	0.88	14	0	5	-4
19	CC(C)c1ccc(C2C3CSCC=C3C(C#N)=C(N)C2(C#N)C#N)cc1 (stereo not given)	10	0	/	0.79	0.91	15	-4	21	6
20	Cn1c(=O)c2c(nc3n2CCS3)n(C)c1=O	16	3	3	0.88	0.84	8	-1	12	-5

An excerpt of these results, screen by screen:
(20) Cn1c(=O)c2c(nc3n2CCS3)n(C)c1=O
(11) COc1ccccc1N(CC(=O)NCC(C)C)S(=O)(=O)c1cccs1
(12) CCNC(=S)NNC(=O)c1csc(CC)c1
Compound	20	11	12
hIAP block	16	13	-10
APOBEC3A inh	3	-1	-6
SENP1 FRET inh	3	0	2
mIAP act	0.88	1	1
hIAP activ	0.84	0.87	1.1
NALP3 yeast inh	8	8	7
beta cell repl	-1	0	0
mIAP block	12	-3	-3
A3G deaminase	-5	-8	-4

(listing goes on)
entry	compound	hIAP block	APOBEC3A inh	SENP1 FRET inh	mIAP act	hIAP activ	NALP3 yeast inh	beta cell repl	mIAP block	A3G deaminase
21	FC(F)(F)C1=Nc2cccc3cccc(c23)N1	19	98	11	0.7	0.81	20	-7	30	84
22	COc1ccc(C(=O)/C=C/N(C)C)cc1OC	2	-5	-34	1	0.98	15	0	-4	1
23	CCOC(=O)C1=C(C)NC(=O)NC1c1ccc(OC)c(Cl)c1 (stereo not given)	-9	1	1	1.1	1.1	-2	0	-11	-1
24	OCC1(Cc2ccc(F)cc2F)CCCN(Cc2ccc(Cl)cc2)C1 (stereo not given)	-11	1	1	1	1.1	19	-1	-4	-5
25	CC1CCCN(C(=O)c2cc(S(=O)(=O)N3CCCCC3)c[nH]2)C1 (stereo not given)	-14	-3	-1	1.1	1.1	22	2	-7	-7
26	O=C(Nc1cccc(Cl)c1Cl)Nn1cnnc1	-5	-1	2	1.2	1.1	16	-1	-21	-1
27	COc1cccc(-n2c(=O)[nH]cc(C(=O)Nc3ccc(NC(C)=O)cc3)c2=O)c1	10	-6	-2	1	0.9	10	-3	-2	-9
28	O=C(NN1C(=O)C2C3C=CC(O3)C2C1=O)c1cccc(O)c1 (stereo not given)	-4	-1	2	0.97	1	-4	3	3	-9
29	CCOC(=O)CC(=O)CSc1nc2cc(C)ccc2cc1C	-7	2	-6	0.94	1.1	5	-1	6	-5
30	C=CCN(c1ccccc1)S(=O)(=O)c1cccc(C(=O)N(CC)CC(=O)Nc2c(F)cccc2F)c1	-29	-2	0	1	1.3	19	4	0	-5
31	CC(CN(C)Cc1ccccc1)OC(=O)c1ccc(F)cc1 (stereo not given)	6	-3	0	0.97	0.94	18	-1	3	-8
32	CN1CCN(c2ccc(NC(=O)c3ccc(Br)o3)cc2)CC1	14	-2	-2	1	0.86	5	-1	-3	-4
33	N=c1c2c(ncn1CCCO)Oc1ccc3ccccc3c1C2c1ccccc1 (stereo not given)	-8	-3	0	0.96	1.1	13	-3	4	-8
34	CC1CC(C)CN(CCCNC(=O)c2cn(C)c3ccc(S(=O)(=O)N4CCCC4)cc3c2=O)C1 (stereo not given)	0	3	2	0.96	1	10	6	4	-3
35	CCC(=O)OCC(=O)Nc1cc(S(=O)(=O)N(C)C)ccc1Cl	3	-2	1	1.1	0.97	-22	-4	-8	-3
36	CCCCCCC(=O)N(O)C1CC(=O)N(c2ccc(Cl)cc2)C1=O (stereo not given)	-3	-5	-11	1	1	15	-4	-5	41*
37	COc1ccc(CNC(=O)Cn2ncn3c(cc4ccccc43)c2=O)cc1	4	2	1	0.94	0.96	-9	-6	6	-8
38	CCOC(=O)Nc1sc(C(=O)N(CC)CC)c(C)c1C(=O)OCC	0	-3	-2	0.96	1	6	2	4	-6
39	CCNC(=S)N1CCCC(C(N)=O)C1 (stereo not given)	2	-3	1	1	0.97	0	1	-1	-7
40	COCCN(C(=O)COc1ccccc1C#N)c1c(N)n(Cc2ccccc2)c(=O)[nH]c1=O	-6	5	-3	0.98	1.1	23	-1	2	-4

An excerpt from above in order of heavy-atom count, low to high.
entry	compound	hIAP block	APOBEC3A inh	SENP1 FRET inh	mIAP act	hIAP activ	NALP3 yeast inh	beta cell repl	mIAP block	A3G deaminase
18	CCOC(=O)C(NCc1ccc(OC)cc1)(NC(C)=O)C(F)(F)F (stereo not given)	12	-1	2	0.95	0.88	14	0	5	-4
33	N=c1c2c(ncn1CCCO)Oc1ccc3ccccc3c1C2c1ccccc1 (stereo not given)	-8	-3	0	0.96	1.1	13	-3	4	-8
4	CCC(=O)Nc1c(C(=O)N2CCN(c3ccccn3)CC2)cnn1-c1ccc(C)cc1	-9	-2	1	0.93	1.1	0	-2	7	-7

Later entries:
entry	compound	hIAP block	APOBEC3A inh	SENP1 FRET inh	mIAP act	hIAP activ	NALP3 yeast inh	beta cell repl	mIAP block	A3G deaminase
41	Cc1cccc(C)c1NS(=O)(=O)c1cc2c3c(c1)CCN3C(=O)CC2	-3	-2	-2	0.98	1	12	2	2	-8
42	Cn1c(N)c(C(=O)COC(=O)/C=C/c2cccc(Cl)c2)c(=O)n(C)c1=O	1	-1	-2	1.1	0.99	6	-2	-6	-5
43	Cn1c(=O)n(CCOc2ccccc2Cl)c2ccccc21	5	-4	1	0.99	0.95	20	-1	1	-4
44	Cc1ccc2c(c1)nnn2C1CCN(S(=O)(=O)c2cccc(S(=O)(=O)N(C)C)c2)CC1	17	-2	1	0.99	0.83	1	-5	1	-3
45	Cc1ccc(OCC(=O)Nc2oc(-c3ccccc3)c(-c3ccccc3)c2C#N)cc1	-3	0	2	0.94	1	-4	-4	6	-4
46	COc1ccc(C2Nc3ccccc3C(=O)N2c2ccc(C)cc2)cc1Cn1nc(C)c([N+](=O)[O-])c1C (stereo not given)	8	3	2	0.99	0.92	15	-1	0	-5
47	CCCN1CCC(NC(=O)CC2C(=O)NCCN2Cc2ccccc2C)CC1 (stereo not given)	-2	-3	-2	1	1	9	0	-2	-10
48	O=C(CSc1ccccc1F)NCCN1C(=O)CSC1=O	-8	-3	3	1	1.1	11	-3	-4	-7
49	O=C(Cc1ccccc1)N1CCN(c2ncccn2)CC1	-12	0	2	1.1	1.1	21	-2	-12	-7
50	Cc1ccc(-c2cc(C(=O)Nc3ccccc3C)c3ccccc3n2)o1	-15	5	17	0.95	1.1	-8	-2	5	7
51	COc1ccc(OCCOC(=O)c2nc3nccc(C)n3n2)cc1	-18	-3	1	0.92	1.2	15	-1	8	-3

Compound profiles, as listed above. Order of values: hIAP block, APOBEC3A inh, SENP1 FRET inh, mIAP act, hIAP activ, NALP3 yeast inh, beta cell repl, mIAP block, A3G deaminase
COc1ccc(OCCOC(=O)c2nc3nccc(C)n3n2)cc1 as listed: -18, -3, 1, 0.92, 1.2, 15, -1, 8, -3
Cc1ccc2c(c1)nnn2C1CCN(S(=O)(=O)c2cccc(S(=O)(=O)N(C)C)c2)CC1 as listed: 17, -2, 1, 0.99, 0.83, 1, -5, 1, -3
